Bioassay records as filed in PubChem.
PAFAH2 FP inh – PAFAH2 enzyme inhibitors, primary screen, biochemical, fluorescence polarization, human. inhibition, % at 3.39 µM. Platelet-activating factor acetylhydrolase 2, cytoplasmic (Homo sapiens), Q99487. 340,000 tested, 0.99% active. recombinant PAFAH2, FP-rhodamine activity probe;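 active = inhibition above the mean over all tested compounds plus 3 SD, cut at about 30% in these data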;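 note: inhibitors block probe labeling of enzyme so polarization drops; 0% = enzyme with DMSO and 100% = wells lacking PAFAH2 protein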
PREPL inh – PREPL enzyme inhibitors, primary screen, biochemical, fluorescence polarization; Prolyl endopeptidase-like (Homo sapiens), Q4J6C6; recombinant PREPL, fluorescence polarization activity-based probe; inhibition, % at 5.96 µM; 320,000 tested, 0.68% active; AID 2751, 2010; in the data active = inhibition above about 43%;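 note: 0% = enzyme with DMSO and 100% = wells lacking enzyme; many of its hits are not listed in these tables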
ZTA DNA inh – blocks Epstein-Barr virus ZTA, an EBNA-1 counter-screen; P03206; ZTA-DNA binding, fluorescence polarization; inhibition, % at 11 µM; 320,000 tested, 0.15% active; AID 2234; in the data active = inhibition above about 33%
Target sequence (P03206 whole entry, looked up): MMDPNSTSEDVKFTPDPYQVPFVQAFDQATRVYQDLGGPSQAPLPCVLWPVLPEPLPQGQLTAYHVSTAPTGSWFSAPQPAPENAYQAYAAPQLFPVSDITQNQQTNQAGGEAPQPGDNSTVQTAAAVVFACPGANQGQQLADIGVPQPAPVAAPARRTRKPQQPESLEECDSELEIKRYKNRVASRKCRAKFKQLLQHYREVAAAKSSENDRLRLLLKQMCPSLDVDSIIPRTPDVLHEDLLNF
LYPLA2 counter – LYPLA2 inhibitors, primary screen, counter-screen for PME1 inhibitor project, biochemical, fluorescence polarization, FP-Rh probe ABPP; Acyl-protein thioesterase 2 (Homo sapiens), O95372; recombinant LYPLA2; inhibition, % at 5.9 µM; 320,000 tested, 0.38% active;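 active = inhibition above the screen-wide mean plus 3 SD, limit set per campaign, cut at about 26% in these data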;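 note: 0% = LYPLA2 with DMSO and 100% = wells lacking LYPLA2 enzyme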
LYPLA1 counter – LYPLA1 inhibitors, primary screen, counter-screen for PME1 inhibitor project, biochemical, fluorescence polarization, FP-Rh probe ABPP. Acyl-protein thioesterase 1 (Homo sapiens), O75608. recombinant LYPLA1. inhibition, % at 5.9 µM. 320,000 tested, 0.16% active;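 active = inhibition above the mean of all tested compounds plus 3 SD, set per campaign, cut at about 14% in these data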;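 note: inhibitors block serine hydrolase probe labeling of LYPLA1 so polarization falls; 0% = enzyme with DMSO and 100% = wells lacking LYPLA1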
Target sequence (O75608 whole entry, looked up): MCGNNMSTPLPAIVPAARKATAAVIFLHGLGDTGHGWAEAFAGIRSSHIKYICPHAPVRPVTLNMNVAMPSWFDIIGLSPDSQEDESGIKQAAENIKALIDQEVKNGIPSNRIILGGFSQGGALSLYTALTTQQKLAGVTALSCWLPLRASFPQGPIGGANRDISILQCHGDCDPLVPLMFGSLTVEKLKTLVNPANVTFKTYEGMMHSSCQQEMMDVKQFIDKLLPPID
PAFAH1B3 inh – PAFAH1B3 enzyme inhibitors, primary screen, biochemical, fluorescence polarization, human; recombinant PAFAH1B3, FP-rhodamine probe; inhibition, % at 3.39 µM; 340,000 tested, 0.28% active; Platelet-activating factor acetylhydrolase IB subunit alpha1 (Homo sapiens), Q15102;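 active = inhibition above the screen-wide average of all tested compounds plus 3 SD, cut at about 25% in these data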;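 note: 0% = enzyme with DMSO only and 100% = wells lacking PAFAH1B3 protein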
Target sequence (Q15102 whole entry, looked up): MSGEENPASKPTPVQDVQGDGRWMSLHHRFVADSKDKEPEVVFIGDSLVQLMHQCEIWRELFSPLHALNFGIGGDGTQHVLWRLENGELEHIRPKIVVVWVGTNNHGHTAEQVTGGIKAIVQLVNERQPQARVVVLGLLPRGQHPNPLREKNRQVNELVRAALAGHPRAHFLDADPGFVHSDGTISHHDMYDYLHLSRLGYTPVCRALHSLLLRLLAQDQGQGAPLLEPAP
pPAFAH inh – pPAFAH enzyme inhibitors, primary screen, biochemical, fluorescence polarization, human; Platelet-activating factor acetylhydrolase (Homo sapiens), Q13093; 330,000 tested, 1.5% active; recombinant pPAFAH, FP-rhodamine probe fluorescence polarization; inhibition, % at 3.39 µM;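 active = inhibition above the mean inhibition across the screen plus 3 SD, cut at about 25% in these data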;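 note: inhibitors block binding of the rhodamine activity-based probe so polarization drops; 0% = enzyme with DMSO and 100% = wells lacking pPAFAH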
EBNA-1 inh – EBNA-1 DNA-binding inhibitors, primary screen, biochemical, fluorescence polarization; inhibition, % at 14.8 µM; 300,000 tested, 0.34% active; AID 1950, 2009; in the data active = inhibition above about 28%
PAFAH1B2 inh – PAFAH1B2 enzyme inhibitors, primary screen, biochemical, fluorescence polarization, human; Platelet-activating factor acetylhydrolase IB subunit alpha2 (Homo sapiens), P68402; recombinant PAFAH1B2, FP-rhodamine activity probe; inhibition, % at 3.39 µM; 340,000 tested, 1.2% active; AID 492953, 2010;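 active = inhibition above the mean of all tested compounds plus 3 SD, cut at about 24% in these data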;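 note: 0% = enzyme with DMSO and 100% = wells lacking PAFAH1B2; many of its hits are not listed in these tables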
Target sequence (P68402 whole entry, looked up): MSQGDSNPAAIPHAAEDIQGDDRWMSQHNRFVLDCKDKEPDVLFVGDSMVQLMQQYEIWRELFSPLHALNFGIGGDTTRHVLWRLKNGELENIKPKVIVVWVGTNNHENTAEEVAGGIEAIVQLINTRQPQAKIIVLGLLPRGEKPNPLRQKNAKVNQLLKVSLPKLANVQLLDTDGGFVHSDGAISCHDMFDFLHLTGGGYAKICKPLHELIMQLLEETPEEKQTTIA
* marks the source's active call; other numbers are inactive results; nt = no result given.

The opening 3 entries, ahead of the listing:
SMILES	PAFAH2 FP inh	PREPL inh	ZTA DNA inh	LYPLA2 counter	LYPLA1 counter	PAFAH1B3 inh	pPAFAH inh	EBNA-1 inh	PAFAH1B2 inh
Cn1cc(/C=N/NC(=O)c2cccc([N+](=O)[O-])c2)c2ccccc21	6	7	0	-1	1	13	7	0	-3
CC(=O)Nc1ccccc1NC(=O)C/C(C)=N/NC(=O)C(=O)Nc1cccc(Cl)c1C	11	2	17	-2	-4	4	7	-4	-3
COc1ccc(Cn2nnnc2C(c2cccs2)N2CCCCCC2)cc1 (configuration not stated)	9	12	-4	-2	-3	0	6	6	14

This part in full, from the start:
SMILES	PAFAH2 FP inh	PREPL inh	ZTA DNA inh	LYPLA2 counter	LYPLA1 counter	PAFAH1B3 inh	pPAFAH inh	EBNA-1 inh	PAFAH1B2 inh
Cn1cc(/C=N/NC(=O)c2cccc([N+](=O)[O-])c2)c2ccccc21	6	7	0	-1	1	13	7	0	-3
CC(=O)Nc1ccccc1NC(=O)C/C(C)=N/NC(=O)C(=O)Nc1cccc(Cl)c1C	11	2	17	-2	-4	4	7	-4	-3
COc1ccc(Cn2nnnc2C(c2cccs2)N2CCCCCC2)cc1 (configuration not stated)	9	12	-4	-2	-3	0	6	6	14
O=C(Cc1ccc(S(=O)(=O)N2CCOCC2)s1)Nc1ccccc1Br	0	18	11	-3	0	-7	3	-5	-1
Cc1cc(=O)oc2cc(OCC(O)CN3CCc4ccccc4C3)ccc12 (configuration not stated)	3	-10	9	-3	1	-4	3	4	0
COc1ccc(C(=O)N/N=C/c2c(CO)cnc(C)c2O)cc1	10	-3	-2	3	-1	1	5	3	6
CC(=O)N1CCc2[nH]c3ccc(C)cc3c2C1	-1	6	-6	-1	2	-1	4	-9	7
CCOc1ccc(NC(=O)CN(C)C(=O)c2ccc(OCc3ccccc3)c(OC)c2)cc1OCC	1	16	2	-8	-3	4	0	-13	6
COc1ccc(/C=C(/NC(=O)c2ccco2)C(=O)N2CCOCC2)cc1	1	20	-8	4	0	0	-1	6	-1
COc1ccc(CCNS(=O)(=O)c2cn(C)c(=O)n(C)c2=O)cc1	-8	0	10	-7	-3	-1	5	0	-1
Cc1ccc(CN2CCN(c3ncccn3)CC2)o1	5	1	6	3	0	5	4	13	3
O=C(NCCN1CCOCC1)C(=O)NCC1OCCN1S(=O)(=O)c1ccc(F)cc1 (configuration not stated)	-4	0	21	6	1	11	3	7	6
O=C(Nc1ccccc1)N1CCN(c2ccccn2)CC1	5	-4	-9	-2	-2	9	0	-7	2
Cc1cccc(NC(=O)c2ccc(NCCO)c([N+](=O)[O-])c2)n1	0	6	5	-2	0	3	-6	-10	-1
COc1ccc(O)c(/C=N/N2CCOCC2)c1	4	18	-6	0	2	0	2	2	7
Cc1cc(C)nc(NC(=O)NS(=O)(=O)N2CCCCCC2)n1	4	-4	3	-5	2	-2	-1	-5	0
CC(C)NC[C@@H](O)COc1ccc(CC(N)=O)cc1	3	0	19	8	2	4	3	-2	4
c1ccc(C2(Cn3ccc4ccccc43)OCCO2)cc1	5	-1	-5	7	-1	5	3	2	5
CC12CCC(C(=O)N/N=C/c3ccc(O)cc3O)(OC1=O)C2(C)C (configuration not stated)	7	21	-3	7	4	16	6	-14	3
O=C(O)C1(c2ccccc2)CCN(S(=O)(=O)c2cccs2)CC1	0	2	-9	8	0	1	3	-10	10
COc1ccc(-c2nc(SCc3ccccc3)n(C(=O)c3ccco3)n2)cc1	0	5	8	5	0	5	-3	11	1
COc1ccc2nc(N3CCCC(C(=O)NCCc4ccc(OC)c(OC)c4)C3)sc2c1 (configuration not stated)	10	20	25	-2	0	13	4	6	5
COC(=O)[C@@H](C)NC(=O)c1ccc2oc(CCc3ccccc3)nc2c1	-5	-2	-10	-1	4	-4	4	-8	8
O=C(O)Cn1c(=O)c2c(c3ccccc31)CCC2	-1	-14	-8	3	3	12	5	2	2
O=C(NCC(=O)N1CCN(c2ccccc2F)CC1)c1cccs1	11	4	9	1	-1	4	1	3	2
The list continues:
SMILES	PAFAH2 FP inh	PREPL inh	ZTA DNA inh	LYPLA2 counter	LYPLA1 counter	PAFAH1B3 inh	pPAFAH inh	EBNA-1 inh	PAFAH1B2 inh
COc1ccc(C(=O)CCN2CCC(C)CC2)cc1	-3	1	-13	5	4	8	6	-8	3
O=C(N/N=C\c1ccc(F)cc1)c1csnn1	-1	-4	-8	6	2	0	1	7	1
COC(=O)c1sc(SC)nc1N	nt	3	0	-3	-1	nt	-1	-4	nt
O=[N+]([O-])c1ccc(CSc2ncnc3c2ncn3[C@@H]2O[C@H](CO)[C@@H](O)[C@H]2O)cc1	-4	6	1	3	0	6	-3	-6	5
CCN(CC)C(=S)Sc1c(-c2ccccc2)c2cc(Cl)ccc2[nH]c1=O	-5	6	2	-3	-3	6	1	7	3
O=C(CSc1nnc(CNC(=O)c2c(F)cccc2Cl)o1)NC1CCCCC1	2	2	26	-5	1	7	-1	3	2
CCN(CC(=O)NCc1ccc(Cl)cc1)C(=O)CSc1ccccc1F	6	2	-1	3	0	4	9	-9	12
CCNc1nc(NCC)nc(N(CC)C(N)=S)n1	5	9	10	4	0	10	5	-4	-1
Cc1ccc2nc(C)c(C(=O)N/N=C/c3ccccc3[N+](=O)[O-])cc2c1	-2	-4	5	-2	-3	9	3	11	1
COc1cccc(OCc2cc(C(=O)NC3CCOCC3)no2)c1	4	-6	3	2	0	4	5	-1	0
Cc1onc(-c2ccccc2Cl)c1C(=O)Nc1ccc(-c2nnc3n2CCCCC3)cc1	-9	4	8	2	-1	0	6	6	1
CCn1c(SCC(=O)Nc2oc(-c3ccccc3)c(-c3ccccc3)c2C#N)nnc1-c1ccco1	11	8	0	-9	-11	9	21	14	25*
CSc1nnc(NC(=O)c2nc(S(=O)(=O)Cc3cccc(C)c3)ncc2Cl)s1	6	-2	8	-1	-1	6	6	8	2
CCOC(=O)N1CCN(c2c(-c3ccc(C)c(C)c3)c(=O)c2=O)CC1	0	6	0	-2	1	-2	3	-14	3
CCOc1ccc(C(=O)Nc2ncccc2Cl)cc1	-2	-9	-10	9	4	-2	-2	0	3
Cc1ccc(OCCNC(=O)CCC(=O)N2CCOCC2)cc1	3	5	-1	4	2	2	4	6	6
CCCCN(C(=O)CSCC(=O)Nc1ccc(C)cc1)c1c(N)n(Cc2ccccc2)c(=O)[nH]c1=O	9	17	1	-1	1	1	3	-5	2
Cc1ccccc1-c1nc2ccc(Cl)cc2c(=O)n1O	-1	11	4	-7	0	-6	0	-21	4
COc1ccccc1CNC(=S)NCc1ccc(Cl)cc1	6	-5	-12	-3	0	-12	3	4	9
COCCc1nc2ccc(C(=O)N(C)Cc3cccc(-n4cccn4)c3)cc2o1	-2	-4	9	-2	1	6	5	4	1
CC(=O)Nc1cc2c(cc1Br)OCCO2	1	0	-8	-5	2	1	-7	-14	1
CC(C)c1ccc2c(c1)CCC1C(C)(CN)CCCC21C (configuration not stated)	-1	-86	3	3	5	0	-1	-2	3
N=c1c2c(-c3ccccc3)c(-c3ccccc3)n(Cc3ccco3)c2ncn1Cc1ccco1	2	11	1	5	-2	5	15	0	2
COc1ccc(-c2cc3ccc(OCc4nn[nH]n4)cc3oc2=O)cc1OC	1	-9	8	4	0	7	5	4	7
CCCCOc1ccc(NC(=S)Nc2cc(C)nc(SCCCC)n2)cc1	-21	3	-15	0	4	-12	1	-13	7
(more compounds)
SMILES	PAFAH2 FP inh	PREPL inh	ZTA DNA inh	LYPLA2 counter	LYPLA1 counter	PAFAH1B3 inh	pPAFAH inh	EBNA-1 inh	PAFAH1B2 inh
O=C(CN1C(=O)COc2ccccc21)NCC1CCCO1 (configuration not stated)	1	-14	-12	-14	-2	1	-9	-6	1
O=C(Nc1ncc2c(n1)CC(c1ccco1)CC2=O)c1ccc(Cl)cc1 (configuration not stated)	-15	2	-1	-6	-2	5	8	-4	-1
CCN(CC)S(=O)(=O)c1ccc(NC(=O)c2ccccn2)cc1	5	-1	-3	0	0	6	4	2	3
COc1ccc(CN2CCCC(C(=O)c3ccc(Cl)cc3)C2)cc1Cn1cccn1 (configuration not stated)	-4	-54	-1	-7	0	7	5	1	3
CCN(CC)CCCNC(=O)c1cn(CC(C)C)c(=O)c2c1c1ccccc1n2C	0	11	7	5	-1	0	1	-4	4
Cc1nn(C)c(Cl)c1CN1CCN(C2CCCCC2)C(CCO)C1 (configuration not stated)	4	-1	-13	8	1	-1	4	-5	4
NS(=O)(=O)c1ccc(N2CCN(C(=O)c3ccco3)CC2)nc1	9	17	nt	nt	nt	7	0	nt	-1
CCNC(=O)C1CC(=O)N(Cc2ccc3c(c2)OCO3)C(=Nc2ccc(OCC)cc2)S1 (configuration not stated)	3	4	-14	-1	-2	0	4	-20	1
O=C(COC(=O)c1ccccc1NC(=O)c1ccco1)NC1CCS(=O)(=O)C1 (configuration not stated)	6	2	13	4	-2	-6	7	4	4
CCCN1C2CCCC1CC(NC(=O)c1ccccc1F)C2 (configuration not stated)	-4	-1	-9	1	3	-7	-1	-12	2
COc1ccc(N(C(=O)c2ccncc2)S(=O)(=O)c2ccc(F)cc2)cc1	2	-6	11	2	0	2	2	4	3
CCCOC(=O)C1=C(C)NC(=O)NC1c1ccc(Br)s1 (configuration not stated)	-1	-28	-31	5	1	5	-1	-11	8
C/C(=N\NC(=S)NC1CCCCC1)c1c(F)cccc1F	8	-8	-2	-5	2	2	13	-16	0
Cc1ccc(F)cc1NC(=O)c1sc2ncn(CC(=O)N3CCN(c4ccccn4)CC3)c(=O)c2c1C	-2	-21	-17	8	-3	-5	8	-5	1
CCN1C(=O)/C(=C\c2ccc(-c3cccc(C(=O)OC)c3)o2)SC1=Nc1ccc(C(=O)O)cc1	nt	0	7	-6	-2	nt	5	-3	nt
CN(C)c1ccc(/C=N/c2cc(-c3ccccc3)nn2-c2ccccc2)cc1	1	7	13	3	2	6	-4	-14	5
CC(C)N(CCNC(=O)c1ccc(NC2=NC3CS(=O)(=O)CC3S2)cc1)Cc1ccco1 (configuration not stated)	5	1	0	3	1	-1	2	8	5
O=C(NNC(=O)C1CC(c2cccs2)=NO1)NC1CCCCC1 (configuration not stated)	2	-1	-8	-8	-2	-3	2	0	2
Cc1nc2cc(NS(=O)(=O)c3cccc4cccnc34)ccc2s1	0	-4	-14	0	4	2	-3	-21	5
Cc1ccc(NC(=O)CN2CCN(Cc3ccccc3)CC2)cc1F	-2	-26	15	-1	-1	1	3	-1	1
Cc1csc(NC(=O)C2CCC(C)(C(=O)O)C2(C)C)n1 (configuration not stated)	0	15	-8	8	3	8	0	7	-1
CCOC(=O)c1cnn(-c2nc(C)cc(C)n2)c1N	2	-3	10	3	-1	3	4	9	2
CC1CCc2nc3ccc(S(=O)(=O)N4CCC(C(=O)N5CCCCCC5)CC4)cc3c(C(=O)O)c2C1 (configuration not stated)	-4	16	-3	1	-1	-2	1	-9	1
CN(C)S(=O)(=O)c1ccc(Cl)c(NC(=O)CNC2(C)CCS(=O)(=O)C2)c1 (configuration not stated)	3	15	nt	nt	nt	-1	-1	nt	0

Shown as a hit in PAFAH1B2 inh, among the entries above:
Compound	PAFAH2 FP inh	PREPL inh	PAFAH1B3 inh	pPAFAH inh	EBNA-1 inh	PAFAH1B2 inh
CCn1c(SCC(=O)Nc2oc(-c3ccccc3)c(-c3ccccc3)c2C#N)nnc1-c1ccco1	11	8	9	21	14	25*

These rows are one share of the data; rates above refer to the full screens.
